# hERG WT inh: inhibitors of human wildtype KCNH2 potassium channel | Q12809 | activity change, % at 1.84 µM | U2OS, BacMam KCNH2, thallium flux FluxOr; stronger effect = lower value | hit rate 0.37% among 340,000;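 active means maximum activity change below -70%; inconclusive means maximum activity change between -70% and -50%; inactive means maximum activity change above -50%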; further: on the % scale 0 is the no-effect control and ±100 the full control effect
#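 U2OS cells transduced with wild-type KCNH2 virus are loaded with FluxOr dye for 45 min, and thallium flux is measured in kinetic reads before and after stimulation buffer. Rate constants are normalized to DMSO controls.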
# KCNH2 3.1 block: inhibitors of human KCNH2 3.1 potassium channel isoform; activity change, % (tested at about 1.8 µM); U2OS KCNH2 3.1, thallium flux FluxOr; stronger effect = lower value; hit rate 0.95% among 340,000; AID 720553;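 active means maximum activity change below -70%; inconclusive means maximum activity change from -70% to -50%; inactive means maximum activity change above -50%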;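 further: thallium influx rate constant from kinetic fluorescence after stimulation buffer; on the % scale 0 is the no-effect control and ±100 the full control effect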
#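 Kinetic fluorescence (2 min after stimulation buffer) measures Tl+ influx through KCNH2 3.1 expressed by viral transduction in U2OS cells; the rate constant is normalized against DMSO controls serving as positive and negative references.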
# Mito fusion yeast: blocks mitochondrial division or promotes mitochondrial fusion; S. cerevisiae fusion-defective mutant growth rescue, CellTiterGlo 48 h; hit rate 0.23% among 320,000; Potency, µM (titrated, usually from 46.1 µM), without a hit: at the top dose growth rescue (activation), usual class: activators;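 further: potency means the concentration at half of the fitted maximal effect; % of control where 0% means no effect; nearly all actives have a fitted effect of over 45% in size; temperature-sensitive fusion mutants such as fzo1-1 at 37 °C on non-fermentable ethanol glycerol medium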
#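 Growth-rescue viability read-out: after 48 h at the non-permissive 37C in glycerol/ethanol YPEG, yeast mitochondrial fusion mutants are measured by CellTiterGlo luminescence; compounds (23 nl pinned per well) restoring growth score as division inhibitors or fusion activators.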
# TRPV1 ag: activates the human vanilloid receptor TRPV1; hit rate 0.19% among 320,000; Q8NER1; activation, % at 8.33 µM; AID 540275; TRPV1-expressing cells, Fluo-8 calcium influx, agonist mode; in the data active means activation above about 80%; inconclusive means between about 30% and that limit; further: 0% is about no effect
#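 TRPV1-expressing cells were cultured overnight at 35.5C and loaded with Fluo-8 calcium dye for 40 to 90 min at room temperature. After a 10 s baseline, compound was added and calcium influx was read kinetically for 3 min (ex 480/em 520 nm).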
# TCR activator: T cell receptor activation. primary human leukocytes, anti-CD3, IL-2 HTRF, 48 h. Potency, µM (doses to about 9.22 µM), for inactives: top-dose activation of IL-2 secretion, most hits filed as activators. AID 504894. 330,000 tested, under 10 active; further: % of control where 0% means no effect
#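 Human primary leukocytes + a-CD3 beads + cpd, 48 hr; IL-2 in supernatant by HTRF (ex 320nm / em 665nm). No co-stimulatory signal supplied.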
# ELG1 DNA repair: inhibitors of ELG1-dependent DNA repair in HEK293T cells; HEK293T ELG1-luciferase reporter, luminescence, 16 h; DNA damage induced by 5-fluorouridine; Potency, µM (series often up to 46.1 µM), inactives show at the top dose activity change, negative = inhibition, most hits filed as inhibitors; hit rate 2.3% among 330,000; AID 504467; further: potency means the concentration at half of the fitted maximal effect; on the % scale 0 is the no-effect control and ±100 the full control effect; nearly all actives have a fitted effect of over 55% in size
#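 Luminescence from the luciferase reporter, measured 30 min after ONE-Glo reagent at room temperature, was the read-out. Beforehand, 2,000 cells per well were exposed for 16 hr at 37 °C to 5-fluorouridine together with compound or vehicle.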
# Eya2 phos inh: Eya2 (human) phosphatase inhibition; O00167; recombinant Eya2, OMFP fluorescence dephosphorylation (OMFP is methylfluorescein phosphate); Potency, µM (doses to about 76.9 µM), without a hit: top-dose activity, negative = inhibition, hits mostly inhibitors; hit rate 0.006% among 330,000; AID 488837; further: potency means the concentration at half of the fitted maximal effect; on the % scale 0 is the no-effect control and ±100 the full control effect
# Target sequence (O00167 whole entry, looked up): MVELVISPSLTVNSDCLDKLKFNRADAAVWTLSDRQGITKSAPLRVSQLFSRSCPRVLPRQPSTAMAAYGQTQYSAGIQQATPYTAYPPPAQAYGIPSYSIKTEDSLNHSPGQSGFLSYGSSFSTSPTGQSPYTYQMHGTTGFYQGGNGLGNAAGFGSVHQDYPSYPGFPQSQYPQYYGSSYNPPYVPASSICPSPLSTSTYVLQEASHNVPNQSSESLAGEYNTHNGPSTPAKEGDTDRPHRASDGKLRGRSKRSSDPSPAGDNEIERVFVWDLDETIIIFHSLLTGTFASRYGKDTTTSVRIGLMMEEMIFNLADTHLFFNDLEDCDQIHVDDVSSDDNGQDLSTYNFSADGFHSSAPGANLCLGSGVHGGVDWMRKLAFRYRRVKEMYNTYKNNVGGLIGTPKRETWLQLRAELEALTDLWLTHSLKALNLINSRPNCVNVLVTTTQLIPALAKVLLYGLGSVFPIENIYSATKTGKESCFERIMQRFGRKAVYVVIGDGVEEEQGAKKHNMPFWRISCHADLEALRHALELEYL
#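 Eya2 protein (added as 0.2 uM solution) was preincubated with compound for 10 min at ambient temperature in 50 mM HEPES pH 7.5, 50 mM NaCl, 5 uM MgCl2, 0.05% BSA, 1 mM DTT. OMFP (added at 50 uM) then reacted 10 min; fluorescence read at 485/525 nm.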
# TSHR antag: human thyrotropin receptor antagonism; P16473; TSHR-expressing cells, TSH-stimulated cAMP HTRF, 2 h; stronger effect = lower value; activity change, negative = inhibition, % at 11.5 µM; hit rate 0.2% among 330,000;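 active means activity change below a set negative limit, meaning inhibition stronger than a set level, cut at about -70% in these data; inconclusive means activity change between two set negative limits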; further: on the % scale 0 is the no-effect control and ±100 the full control effect
#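 Cell-based HTRF cAMP assay; TSHR cells + compound, TSH EC80 (4nM final), 2 h, 37 deg C. Lysis with anti-cAMP cryptate and cAMP-d2, 30 min RT, read 665/620 nm.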
# USP2a block: inhibitors of human ubiquitin-specific protease USP2a; AID 463254; hit rate 0.01% among 330,000; O75604; USP2 core, Ub-CHOP2 coupled fluorogenic reporter, 485/531; Potency, µM (highest dose often 38.3 µM), inactives show top-dose activity change, negative = inhibition, actives largely listed as inhibitors;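 further: potency means the concentration at half of the fitted maximal effect; plate controls were DMSO wells for no effect and full inhibition by NEM control for full effect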
# Target sequence (O75604 whole entry, looked up): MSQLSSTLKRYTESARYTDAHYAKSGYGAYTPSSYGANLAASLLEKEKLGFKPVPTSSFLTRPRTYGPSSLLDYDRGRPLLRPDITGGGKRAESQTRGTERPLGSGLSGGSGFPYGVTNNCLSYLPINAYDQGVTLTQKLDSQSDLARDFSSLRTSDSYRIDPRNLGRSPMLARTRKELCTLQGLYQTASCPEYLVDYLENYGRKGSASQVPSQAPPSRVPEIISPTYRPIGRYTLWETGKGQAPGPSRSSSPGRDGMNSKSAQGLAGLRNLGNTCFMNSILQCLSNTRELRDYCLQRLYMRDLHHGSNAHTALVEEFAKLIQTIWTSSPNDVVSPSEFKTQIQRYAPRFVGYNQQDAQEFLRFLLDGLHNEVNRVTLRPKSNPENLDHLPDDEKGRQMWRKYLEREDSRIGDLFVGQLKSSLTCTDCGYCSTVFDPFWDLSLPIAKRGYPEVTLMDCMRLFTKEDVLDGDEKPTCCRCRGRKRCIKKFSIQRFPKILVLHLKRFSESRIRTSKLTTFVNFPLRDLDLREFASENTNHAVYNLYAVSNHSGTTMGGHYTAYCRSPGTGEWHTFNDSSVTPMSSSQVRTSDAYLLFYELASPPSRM
#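 Cell-free coupled assay: 10nM USP2 core preincubated 30min RT with compound in Tris-HCl pH 8.0/CaCl2/CHAPS buffer, then 25nM Ub-CHOP2 and 25nM reporter substrate; fluorescence (Ex 485/Em 531) read after 60min RT, normalized to NEM inhibition, concentration-response curves fitted.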
# A-T KAP1 phos: potential ataxia-telangiectasia treatment; […] A-T fibroblasts, KAP-1 phosphorylation AlphaLISA; neocarzinostatin DNA damage 30 min before lysis; Potency, µM (top dose mostly 57.5 µM), without a hit: top-dose activation, usual class: activators; AID 485349; hit rate 0.19% among 320,000; further: potency means the concentration at half of the fitted maximal effect; % of control where 0% means no effect; nearly all actives have a fitted effect of over 45% in size
#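 ATM-like activity read as KAP-1 phosphorylation via AlphaLISA donor/acceptor antibody pairs after lysis and 6 hr at 25C. Cells were ATM-null patient fibroblasts ([…], hTERT), dosed 60 min, then exposed to the DSB inducer NCS for 30 min.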
# Active calls of the source: *; ? = inconclusive; nt = no result given; [ ] = another dose, or the depositor's remark. Unless noted, the call rests on the fitted dose curve; in most records, active means well fitted curve in the direction sought with a large enough effect; inconclusive means small, poorly fitted or top-dose-only effect, or another doubt; inactive means no such curve, though single readings can be large; an effect the other way counts as inactive or inconclusive. This is a subset (hit frequency here may not be typical).
# Screens in order: USP2a block, TRPV1 ag, Mito fusion yeast, ELG1 DNA repair, Eya2 phos inh, TCR activator, TSHR antag, hERG WT inh, KCNH2 3.1 block, A-T KAP1 phos
CC(C)(C)Cc1nnc(NC(=O)CSc2ccccc2)s1
    0%, 5, -7%, ?, 2%, 10%, 20, -9, 3, -2%
CCCC(=O)Nc1ccc2c(c1)nc1n2CCOC1
    0%, 2, 7%, 8%, -3%, -3%, 7, -11, 21, -2%
CCOC(=O)CCN(Cc1sccc1C)S(=O)(=O)c1ccc(F)cc1
    0%, 27, 6%, 2%, -7%, 0%, -13, 5, -1, 6%
O=C(O)C1CCCCC1C(=O)NCCc1cccc(Cl)c1 (stereo not drawn)
    0%, 0, 0%, 15%, 10%, -3%, -1, 3, -30, -10%
CCC[C@@H]1CCCC/C=C\CCCC(=O)OCCN1C(=O)OC(C)(C)C
    -1%, ?, -3%, 25%, 1%, 6%, -7, nt, nt, 25µM*
CCN(CC)S(=O)(=O)c1ccc2c(c1)N(CC(=O)Nc1cccnc1Cl)C(=O)CO2
    4%, 2, 26%, ?, 8%, 3%, 19, -5, -2, -6%
CCn1c(=O)c2sccc2n(CC(=O)NC2CCCC2)c1=O
    5%, 3, -1%, -3%, -4%, 5%, -2, -12, -38, -4%
CCCCn1c(N)c(N(CCOC)C(=O)CSc2ccccc2C)c(=O)[nH]c1=O
    1%, 1, -2%, 5%, -2%, 2%, 2, -3, -1, 10%
Cc1ccccc1Nc1nc(N)nc(COC(=O)c2cccc(S(=O)(=O)N(C)C)c2)n1
    -1%, -1, 1%, ?, -2%, -5%[46.1 µM], 3, -1, 2, -4%
O=C1CN(C(=O)COC(=O)c2ccc(Cl)c(S(=O)(=O)N3CCCCC3)c2)c2ccccc2N1
    2%, nt, nt, -23%, 6%, nt, 8, 13, -2, 15%
COc1cccc(NS(=O)(=O)c2ccc3c(c2)CCCN3C(C)=O)c1
    2%, 1, -3%, ?, 8%, -10%, 5, -6, 14, 1%
Cc1nn(-c2ccc([N+](=O)[O-])cc2)c2c1C(c1cccc(Br)c1)N1C(=N2)C(=O)Nc2ccccc21 (stereo not drawn)
    -1%, -1, 13%, ?, -4%, 2%[46.1 µM], 2, -12, -35, -2%
Cc1ccc(C)c(C(=O)CSc2n[nH]c(-c3ccncc3)n2)c1
    1%, 2, -1%, -3%, -1%, 11%, -1, -14, 7, -10%
COc1ccc(NC(=O)c2cc(-c3ccccc3)nc3c2cnn3C(C)C)cc1
    -1%, ?, 21%, ?, 4%, 17%, -16, -4, -1, 6%
CCC(NS(=O)(=O)c1cnn(CC)c1)c1ccccc1 (stereo not drawn)
    3%, 1, -3%, 10%, -8%, -2%, 9, -1, 19, 0%
CN(C)CCCN(C(=O)/C=C/c1cccs1)c1nc2ccc(F)cc2s1
    0%, -3, -21%, 9%, -3%, 2%, 0, -4, -33, 6%
CCOC(=O)/C(C)=N/Nc1nc(-c2ccc(NC(C)=O)cc2)cs1
    1%, 0, -4%, ?, 17%, 4%, 24, -2, -3, 17%
COc1ccccc1C(=O)Nc1nnc(S(=O)(=O)N2CCCCCC2)s1
    0%, 3, 3%, 15%, -8%, -2%, -10, 38, -5, -4%
O=C(NC(=S)Nc1ccccc1[N+](=O)[O-])c1ccccc1Cl
    0%, 17, 2%, ?, -19%, 6%, 4, -3, 1, 0%
CCOC(=O)c1[nH]c2cc3c(cc2c1NC(=O)CN1CCc2ccccc2C1)OCO3
    0%, -1, 0%, ?, 0%, -16%, -2, 9, -24, -1%
CCOC(=O)C1CCN(C(=O)CNC(=O)c2nn(-c3ccc(OC)c(OC)c3)c(=O)c3ccccc23)CC1
    -1%, 0, 3%, 4%, 4%, 1%, -4, 0, 7, -6%
Cc1cccc(N2CCN(C(=O)CCC(=O)N3CC(C)Oc4ccc(C)cc43)CC2C)c1 (stereo not drawn)
    3%, 3, 0%, -15%, 4%, 1%, 2, 4, 4, -12%
COc1ccc(C2C(C#N)=C(N)N(c3sc4c(c3C#N)CCCC4)C3=C2C(=O)CC(C)(C)C3)cc1 (stereo not drawn)
    3%, 15, 4%, -12%, -23%, -2%, 2, 3, -1, -3%
COc1ccc(CN(CC(=O)NCc2ccccc2)C(=O)c2csnn2)cc1
    3%, ?, 0%, 1%, 0%, -4%, 3, 4, 5, 0%
CCCOc1cccc(C2/C(=C(/O)c3ccncc3)C(=O)C(=O)N2CCCN(C)C)c1 (stereo not drawn)
    0%, 0, -1%, 3%, 3%, nt, 1, nt, nt, 0%
CCCCC(Sc1nc(N)c(NC(=O)c2ccco2)c(=O)[nH]1)C(=O)O (stereo not drawn)
    0%, -4, 1%, 0%, 9%, -2%, -4, -6, 7, 10%
COC(=O)c1c(NC(=O)C2(C)Cc3ccccc3C(=O)O2)sc2c1CCCC2 (stereo not drawn)
    -5%, 11, -3%, -12%, -17%, -6%, -6, 5, 1, -3%
O=C(CC(c1ccccc1)c1ccccc1)NCC(O)c1ccc([N+](=O)[O-])cc1 (stereo not drawn)
    -1%, 0, 16%, -14%, -5%, -2%, -9, -3, 10, 4%
CCOC(=O)c1cc(C#N)c(SC)nc1-c1ccccc1
    0%, 22, 5%, ?, -17%, -1%, -3, -10, -36, 5%
Cn1ccnc1SCC(=O)Nc1ccc(Cl)cn1
    10%, -12, 12%, ?, 4%, 1%, 4, 25, nt, 5%
CCOC(=O)N1CCN(CC(=O)Nc2cc(C)nn2-c2nc3ccccc3s2)CC1
    -1%, 12, 13%, 10µM*, -6%, 0%, -13, -12, 7, 2%
CCc1cc2c(=O)c(-c3nc4ccccc4n3C)coc2c(CN2CCCCC2C)c1O (stereo not drawn)
    ?, 0, 8%, -15%, 19%, 3%, -6, -4, 5, 2%
CCOC(=O)N1CCC(=NNC(=O)COc2ccc(C#N)cc2)CC1
    2%, -1, -7%, 21%, -1%, -1%[46.1 µM], 13, 3, -39, -4%
Nc1c(N2CCCCC2)c(=O)[nH]c(=O)n1-c1ccccc1
    -1%, -1, 2%, -2%, 1%, 2%, 29, 8, 2, 7%
COC(=O)c1ccccc1Sc1ncnc2onc(C)c12
    0%, -2, 0%, 13%, 14%, -6%, -5, -2, 5, -2%
Cc1ccc(C2C(C#N)=C(N)Oc3n[nH]c(-c4cccnc4)c32)o1 (stereo not drawn)
    -1%, -4, 1%, -2%, -14%, 1%, -5, 5, 8, -2%
O=C(O)c1cn(-c2ccc(F)cc2)c2cc(Cl)c(F)cc2c1=O
    -5%, 0, 3%, -16%, -14%, 2%, -4, -12, -17, 2%
CN(C)c1ccc(/C=N/NC(=O)CN(c2cccc(Cl)c2)S(C)(=O)=O)cc1Br
    -5%, 3, 0%, 21µM*, -22%, -6%, 21, -8, nt, 2%
COc1ccccc1NC(=O)Nc1ccnn1Cc1cccs1
    -4%, 1, 2%, -26%, -1%[15.4 µM], -3%, 7, -5, 6, -9%
CC(NC(=O)C1CCCN(S(=O)(=O)c2cccs2)C1)c1ccccc1 (stereo not drawn)
    0%, 4, 8%, ?, -26%, 1%, -6, 4, 3, 25%
CCOc1ccc2nc(N(CCCN(C)C)C(=O)c3ccc4c(c3)CCCC4)sc2c1
    1%, 3, -22%, 0%, -12%, 0%, 14, 8, -11, 4%
O=C1OCCN1C(=O)[C@H]1[C@H](c2ccc([N+](=O)[O-])cc2)C(c2ccccc2)=NN1c1ccc(Br)cc1
    4%, nt, nt, -12%, -19%, 2%[46.1 µM], -12, -27, -13, -15%
COc1ccc(CCN(C)Cc2ccc(OCc3ccccc3)c(OC)c2)cc1OC
    -2%, 2, -7%, -24%, -18%, 0%, 6, 14, -79*, 4%
O=C(c1ccc([N+](=O)[O-])cc1[N+](=O)[O-])n1cnc2ccccc21
    0%, 5, -5%, ?, 0%, 4%, 0, 2, -13, 3%
O=[N+]([O-])c1ccc(CN2CCN(c3ccc([N+](=O)[O-])cc3)CC2)cc1
    0%, -2, 30%, -15%, -11%, 8%, -19, -73*, -4, -8%
C/C(=N\NC(=O)COc1cc(C)cc(C)c1)c1cccc(NC(=O)C2CCC2)c1
    2%, 0, -2%, -23%, -2%, 3%, 1, 3, -2, 7%
Cc1cc(C)c(S(=O)(=O)N2CCN(C(=O)c3ccc(-n4cncn4)c([N+](=O)[O-])c3)CC2)c(C)c1
    -1%, 4, -8%, -7%, 2%, -31%, 4, 4, -17, 10%
COc1ccc(S(=O)(=O)Nc2ccccc2C(N)=O)cc1OC
    3%, -2, ?, -5%, -1%, 1%, 4, -3, 40, -1%
COc1ccc(C(=O)NCC(=O)N2CCN(c3ccc(Cl)cc3)CC2)cc1
    0%, -1, 6%, -12%, 9%, -5%, -1, 4, 3, -23%
CCCNC(=O)N1CCN(c2nc(C(C)C)c3c(c2C#N)CC(C)(C)OC3)CC1
    -2%, ?, 1%, 13%, 19%, -7%, -12, 4, 3, 4%
O/N=C/c1cc(Br)cc(Br)c1OCc1ccccc1
    -1%, 0, 10%, -19%, -4%, -13%, -8, -6, 9, -2%
